From PubChem
hgDAF12 agonist: H. glycines DAF-12 receptor agonists, primary screen, cell-based, luminescence, HEK293, GAL4 fusion, UAS-luciferase | HEK293 GAL4-hgDAF12 UAS-luciferase reporter, agonist luminescence; normalized to butyrate control | AID 687014, 2013 | 1.8% of 370,000 active | Nuclear hormone receptor DAF-12 (Heterodera glycines), GAL4 fusion | activation, % at 6.8 µM;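 active = activation above a cutoff set at the mean of all screened compounds plus 3 SD, cut at about 10% in these data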;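 note: 0% = DMSO wells and 100% = sodium butyrate wells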
ADAM17 inh: ADAM17 inhibitors, primary screen, biochemical, QFRET; Disintegrin and metalloproteinase domain-containing protein 17 (Homo sapiens), P78536; recombinant ADAM17, EDANS/DABCYL FRET peptide cleavage; inhibition, % at 6.95 µM; 0.83% of 370,000 active;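 active = inhibition above the mean of compounds lying between control limits plus 3 SD, set per campaign, cut at about 8.5% in these data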;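 note: 0% = DMSO-only wells as the low control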
Target sequence (P78536 215-824 limits assumed): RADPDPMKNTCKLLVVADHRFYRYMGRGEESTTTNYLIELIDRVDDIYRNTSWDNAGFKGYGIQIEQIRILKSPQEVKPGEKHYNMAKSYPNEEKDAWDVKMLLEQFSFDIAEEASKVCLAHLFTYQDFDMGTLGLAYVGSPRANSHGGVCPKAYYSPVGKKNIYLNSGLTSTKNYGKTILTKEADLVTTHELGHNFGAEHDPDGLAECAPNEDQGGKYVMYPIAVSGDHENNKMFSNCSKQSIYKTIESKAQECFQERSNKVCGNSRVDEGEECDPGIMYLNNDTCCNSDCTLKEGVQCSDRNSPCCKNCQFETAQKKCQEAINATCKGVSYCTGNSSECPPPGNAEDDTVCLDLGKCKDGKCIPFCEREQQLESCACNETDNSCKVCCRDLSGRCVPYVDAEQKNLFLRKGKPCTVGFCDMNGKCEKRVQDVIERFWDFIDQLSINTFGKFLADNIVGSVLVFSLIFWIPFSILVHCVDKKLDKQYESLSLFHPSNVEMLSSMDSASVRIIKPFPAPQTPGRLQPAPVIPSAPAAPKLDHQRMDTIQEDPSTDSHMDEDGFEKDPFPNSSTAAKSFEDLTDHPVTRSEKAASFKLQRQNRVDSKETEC
PLC-gamma1 inh: PLC-gamma1 enzyme inhibitors, primary screen, biochemical, fluorescence, purified enzyme | fluorogenic substrate | inhibition, % at 12.2 µM | 1-phosphatidylinositol 4,5-bisphosphate phosphodiesterase gamma-1 (Homo sapiens), P19174 | 0.84% of 370,000 active; in the data active = inhibition above about 9.5%
NR1D1 modulator: modulators of Rev-erb alpha DNA binding, primary screen, biochemical, FITC-DNA, fluorescence polarization, uHTS. Nuclear receptor subfamily 1 group D member 1 (Homo sapiens), P20393. 0.79% of 370,000 active. activity, % at 10 µM. Rev-erbα–FITC-DNA binding, 90 min;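 active = activity above about 14%, limit read from the data; passing the limit was not always enough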;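 note: 0% = DMSO wells with 35 nM protein and 100% = DMSO wells with 750 nM protein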
ssDAF-12 act: S. stercoralis DAF-12 nuclear receptor activators, primary screen, cell-based, luminescence, HEK293, GRIP1 co-expression, lit1-tk-luc. AID 652126, 2013. activation, % at 6.8 µM. HEK293 ssDAF-12/GRIP1 lit1-tk-luc reporter; % of 3 µM dafachronic acid response. 1% of 370,000 active. Nuclear hormone receptor DAF-12 (Strongyloides stercoralis);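 active = activation above the mean over all tested compounds plus 3 SD, cut at about 0.9% in these data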;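 note: 0% = DMSO-only wells and 100% = 3 µM delta7-dafachronic acid wells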
hcDAF-12 act: H. contortus DAF-12 nuclear receptor activators, primary screen, cell-based, luminescence, HEK293, lit1-tk-luc reporter. HEK293 hcDAF-12 lit1-tk-luc reporter; 0% DMSO, 100% Δ7-dafachronic acid. AID 652067, 2013. 1.4% of 370,000 active. activation, % at 6.8 µM;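 active = activation above the mean of all tested compounds plus 3 SD, cut at about 5.5% in these data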;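 note: 100% = response to 3 µM Δ7-dafachronic acid high control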
PLC-beta3 inh: human PLC-beta3 inhibitors, primary screen, biochemical, fluorescence. 1-phosphatidylinositol 4,5-bisphosphate phosphodiesterase beta-3 (Homo sapiens), Q01970. Purified PLC-beta3, fluorogenic substrate. inhibition, % at 12.2 µM. 0.18% of 370,000 active. AID 720704, 2013; in the data active = inhibition above about 11%;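 note: 0% = median of compound wells on plate and 100% = full blocker control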
DAX1 inh-1: DAX1 (NR0B1) inhibitors, primary screen, cell-based, HEK293, Gal4-DAX1, luciferase luminescence; 0.99% of 340,000 active; inhibition, % at 6.75 µM; HEK293 Gal4-DAX1 luciferase reporter; AID 504766, 2011; Nuclear receptor subfamily 0 group B member 1 (Homo sapiens), P51843;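 active = inhibition above the mean over all tested compounds plus 3 SD, cut at about 4.2% in these data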;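 note: 0% = DAX1-transfected cells with DMSO and 100% = empty-vector control cells with DMSO; inhibition shows as a rise in luminescence from relieved DAX1 repression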
DAX1 inh-2: DAX1 (NR0B1) inhibitors on StAR promoter, primary screen, cell-based, luminescence, SF-1 (NR5A1), full-length DAX-1 | inhibition, % at 6.8 µM | HEK293T StAR-luciferase reporter, SF-1/DAX-1 repression relief | 1.1% of 370,000 active | AID 652010, 2013;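 active = inhibition above the mean over all tested compounds plus 3 SD, cut at about 3.6% in these data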;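 note: 0% = DAX-1 cells with DMSO and 100% = cells lacking DAX-1 with DMSO; higher inhibition means more luminescence from relief of DAX-1 repression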
MBD2 inh: inhibitors of MBD2 binding to methylated DNA, primary screen, biochemical, TR-FRET, DNA-binding domain, human | MBD2 binding to methylated oligonucleotide | 0.31% of 370,000 active | inhibition, % at 4.4 µM | Methyl-CpG-binding domain protein 2 (Homo sapiens), Q9UBB5 | AID 686964, 2013; in the data active = inhibition above about 13%
Target sequence (Q9UBB5 whole entry, looked up, the tested form may be a part): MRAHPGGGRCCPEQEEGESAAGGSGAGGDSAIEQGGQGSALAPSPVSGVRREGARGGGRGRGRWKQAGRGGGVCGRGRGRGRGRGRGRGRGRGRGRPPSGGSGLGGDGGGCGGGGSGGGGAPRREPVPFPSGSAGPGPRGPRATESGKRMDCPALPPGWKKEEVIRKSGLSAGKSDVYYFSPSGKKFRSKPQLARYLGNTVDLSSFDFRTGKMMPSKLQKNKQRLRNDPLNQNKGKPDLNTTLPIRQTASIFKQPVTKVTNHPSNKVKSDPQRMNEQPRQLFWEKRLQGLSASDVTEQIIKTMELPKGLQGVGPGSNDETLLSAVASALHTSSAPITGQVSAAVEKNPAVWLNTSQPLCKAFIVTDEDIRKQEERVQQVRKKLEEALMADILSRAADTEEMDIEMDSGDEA
SMARCA2 act: SMARCA2 (BRM) function activators, primary screen, cell-based, luminescence, high throughput; MG213 cells, MMTV-luciferase reporter, dexamethasone, overnight; activation, % at 9.1 µM; 1% of 370,000 active; AID 652017, 2013; in the data active = activation above about 7.8%;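 note: 0% = vehicle wells and 100% = reference activator wells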
* hit, by the source's call; i = inactive; / = no result given.

SMILES	hgDAF12 agonist	ADAM17 inh	PLC-gamma1 inh	NR1D1 modulator	ssDAF-12 act	hcDAF-12 act	PLC-beta3 inh	DAX1 inh-1	DAX1 inh-2	MBD2 inh	SMARCA2 act
Cc1ccc2c(c1)nnn2C1CCN(CC(=O)NCCc2nc3ccccc3[nH]2)CC1	1.8	-1	0	-4	-2.0	-3.2	4	-1.6	-0.6	0	-3
CN(Cc1cccs1)C(=O)Cc1csc(-c2ccccc2)n1	7.4	-2	1	2	-0.6	0.6	-2	1.9	1.2	4	1
O=C(O)C1CC(=O)N(CCc2ccccc2)C1 (stereo not drawn)	4.1	-4	0	-2	-1.4	-1.5	-2	2.5	-0.9	1	-2
Cc1ccc(C2c3[nH]c4ccccc4c3C[C@H]3C(=O)N(c4ccccc4C(=O)NCCCN4CCOCC4)C(=O)N23)cc1 (stereo partly drawn)	0.7	2	1	2	-1.2	2.0	0	0.3	-0.8	2	1
COc1ccc(-c2noc(CCC(=O)NCCCN3CCC(Cc4ccccc4)CC3)n2)cc1	-6.4	-2	8	-1	-1.9	-3.5	8	-2.1	-2.0	8	-5
N#Cc1ccc(C(=O)N2CCCC(c3cc(C(=O)NCc4cccnc4)no3)C2)cc1 (stereo not drawn)	-0.8	-1	0	2	-1.5	-0.6	4	/	-1.4	-2	-1
COc1ccc(CN2CCC(n3nccc3NC(=O)C3CC3)CC2)cc1O	-0.7	-9	1	1	-1.0	1.4	-5	0.3	1.9	3	0
COc1ccc(N(CC(=O)NCc2ccc(F)cc2)C(=O)CCC(=O)Nc2ccccn2)cc1	1.7	-2	3	-1	-0.7	3.2	0	1.6	-0.5	-4	-1
COC(=O)c1ccccc1NC(=O)c1cc(C2CC2)on1	4.9	0	0	-1	-0.9	2.3	3	0.8	0.1	-6	-1
C=CCN(c1ccc(C(=O)Nc2cccc([N+](=O)[O-])c2)cc1)S(C)(=O)=O	-0.4	-4	-1	-3	-1.4	-1.1	-2	-0.5	0.1	-1	-1
Cc1ccc(N(C(=O)c2csnn2)C(C(=O)NCc2ccccc2)c2cccnc2)cc1 (stereo not drawn)	-0.6	-1	1	4	-0.7	-0.5	-8	0.2	0.2	2	-2
COc1ccc(-c2[nH]ncc2CN(C)CCN2CCOCC2)cc1F	-0.7	1	2	-5	-0.8	-1.6	-1	-0.8	-0.5	11	0
CC[C@]12c3[nH]c4cc(CCC(=O)N(C)C)ccc4c3CCN1C(=O)[C@@H](CC(=O)NCc1cccc(C(F)(F)F)c1)C[C@@H]2C(=O)N1CCN(C(=O)c2ccco2)CC1	1.2	3	-1	2	-0.8	-0.2	-3	0.0	0.6	-8	3
Cc1ccc(NC(=O)CSc2nnc(COc3ccc(C#N)cc3)n2-c2ccccc2)cc1C	-0.7	1	8	0	-0.4	1.5	5	-0.8	-1.1	1	-2
CCOc1ccc2ccccc2c1/C=N/NC(=O)CNC(=O)c1ccccc1F	-1.8	-1	-5	-4	-1.3	-1.8	-7	-0.5	-0.1	-7	1
COc1cc(/C=N/Nc2nc(N3CCCC3)nc(N3CCCC3)n2)ccc1O	0.4	-5	0	-5	-1.6	-0.8	-4	-0.7	-1.0	-1	0
O=C(CSc1ccc([N+](=O)[O-])cc1)c1ccccc1	1.9	-3	3	-2	-1.3	-0.5	4	0.1	-0.9	-5	7
CC(C)(O)c1ccc2c(c1)CCC1C(C)(C(=O)O)CCCC21C (stereo not drawn)	-1.5	-2	0	-2	-1.0	-1.8	1	0.5	-1.1	-2	1
Cc1ccc(C(C)C)c(OCCNC(=S)Nc2cccc3ccccc23)c1	-0.1	2	0	9	-1.4	0.6	-1	-0.8	-0.3	-5	-2
CC(C)Cn1c(N)c(C(=O)CSc2ncn[nH]2)c(=O)n(C)c1=O	-1.7	-3	1	-6	-1.1	-0.4	-9	0.0	-1.5	2	-2
Cc1ccc(CN2CCN(Cc3ccc(OC(C)C)cc3)CC2CCO)o1 (stereo not drawn)	-1.5	-3	1	-1	-1.5	-0.2	-4	2.1	0.3	3	1
CCOC(=O)CC1=NC(=O)CS1	-0.4	-3	3	5	-1.3	-2.1	3	0.8	0.1	7	1
CC(C)N1CCC(N2CCN(Cc3cc(F)ccc3-n3cccn3)CC2CCO)CC1 (stereo not drawn)	0.7	-2	1	-6	-0.8	-2.1	-2	/	0.1	0	-1
CC(=O)c1cc(CN2CCN(C3CCN(C(C)C)CC3)C(CCO)C2)cs1 (stereo not drawn)	-2.5	-1	6	-4	-1.3	-0.1	-4	0.7	-0.8	2	-1
O=C(OC12CCCN(C1)/C(=C/c1ccccc1)C2)C1CCCC1 (stereo not drawn)	-1.3	-2	1	2	-1.2	-0.2	-1	/	0.3	5	-4
C/C(=N\NC(=O)c1cc(-c2ccccn2)nc2ccccc12)c1cccc([N+](=O)[O-])c1	-1.0	0	0	-2	-1.2	-1.0	-4	-0.1	1.9	1	-4
Cc1cc(=O)n2nc(N3CCCC(C(=O)N4CCOCC4)C3)sc2n1 (stereo not drawn)	-1.2	1	2	2	-1.0	0.1	3	-0.3	0.0	-2	2
CN1CCN(c2ccc(CNC(=O)c3ccc(-c4ccc(F)c(F)c4)c4ccoc34)cc2)CC1	-1.4	2	2	6	-1.0	-2.3	3	/	-1.5	0	2
COC1CCN(Cc2c(C(=O)N3CCc4ccccc4C3)nc3ccc(Cl)cn23)CC1	0.6	0	3	0	-1.0	2.3	-6	3.4	-0.6	2	-1
COc1ccc(CNC(=O)c2ccc(NC(=O)C3CCCO3)cc2)cc1 (stereo not drawn)	0.1	-7	3	0	-1.0	1.2	4	0.4	-0.5	-1	2
C#CCOCCOCCOCCNc1nc(N2CCOCC2)nc(N2CCN(C(=O)[C@H]([C@@H](C)O)n3cc(CCCCN)nn3)CC2)n1	-0.4	1	1	-2	-0.7	-0.5	2	1.5	0.0	1	1
CCCc1cnc(N2CCN(S(C)(=O)=O)CC2)nc1	2.9	-4	-6	10	-0.7	0.4	-17	0.9	0.5	-2	2
O=C(Nc1cccc(Cl)c1N1CCOCC1)c1cccnc1	-0.2	-1	-1	3	-1.1	-2.3	-6	0.0	-0.2	0	0
OC1CCCN(Cc2cccc3ccccc23)C1 (stereo not drawn)	1.1	1	5	4	-1.4	-1.6	2	-0.3	0.1	-6	-2
O=C1Nc2ccc(S(=O)(=O)NCCCO)c3cccc1c23	-2.2	-412	i	-6	-1.7	-1.1	i	-0.5	-0.3	-1	-3
CC(=O)Nc1c2c3c(cccc3n(C)c1=O)C(=O)c1ccccc1-2	0.1	-21	-253	-3	-1.3	-0.7	-323	-0.2	-1.2	-9	-2
COCCCNc1nc2c(c(=O)n(C)c(=O)n2C)n1Cc1cccc(OC)c1	1.1	-4	-1	2	-1.6	-2.2	-2	0.2	-0.9	4	-2
COC(=O)c1c(NC(=O)/C=C/C(=O)O)sc(C)c1-c1ccc(C)cc1	0.3	3	-6	0	-0.6	-0.1	-7	-0.4	-1.5	1	-4
Cc1ccc(N2CC(C(=O)Nc3nc4ccc(S(C)(=O)=O)cc4s3)CC2=O)cc1 (stereo not drawn)	4.3	2	-4	1	-0.3	0.5	-15	0.1	-4.7	-1	-2
Cc1cccc2c1-c1sc(C(=O)NCCCN3CCCC(C)C3)cc1CO2 (stereo not drawn)	2.2	i	i	-4	-0.6	-0.4	i	2.3	0.7	-1	1
CCCc1ccc(Oc2cc(Cl)nc(N)n2)cc1	3.1	1	1	-2	-1.5	0.9	1	2.0	0.6	0	1
O=C(NCc1ccccc1F)c1ccc(S(=O)(=O)N2CCCC2)cc1	-0.6	0	0	4	-1.5	-1.3	2	1.1	-0.5	2	-2
CCOC(=O)C1(C)/C(=N/Nc2ccccc2OC)C(=O)C(=O)N1c1ccccc1 (stereo not drawn)	-1.5	-4	1	4	-0.9	0.6	4	-0.3	-0.2	-2	0
Cc1cccc(-c2noc(CCC(=O)NCc3ccco3)n2)c1	-0.2	-4	-3	2	-1.3	3.3	0	0.1	0.6	1	2
Cc1cc(C)n(CCC(=O)N2CCN(S(=O)(=O)c3ccccc3)CC2)n1	0.7	0	0	1	-0.8	-1.1	-2	2.2	0.0	4	2
Cc1ccc2nc(NCc3ccccc3)c(C=NCc3cccnc3)c(=O)n2c1	-1.9	-18	-7	-5	-1.0	-1.3	-15	1.0	-0.5	5	-5
CC(c1ccccc1)n1cc(C(=O)NCc2ccccn2)nn1 (stereo not drawn)	0.7	-3	0	0	-0.7	-1.2	3	-0.2	0.4	0	0
COc1ccc(C=CC(=O)c2ccc(OC)c(OC)c2O)cc1OC	0.6	4	4	3	-1.4	-0.5	-9	0.2	-2.4	-4	-2
CC(CN1CCCCC1)OC(=O)c1ccc2c(c1)OCO2 (stereo not drawn)	0.4	0	-3	5	-0.7	-0.8	0	2.1	0.8	0	3
CCOC(=O)c1ccc(NC(=S)N2CCN(C)CC2)cc1	-0.1	-7	0	-5	-0.6	-1.2	-4	1.8	-0.1	-1	0
COc1ccc(CCNCC(=O)Nc2ccc(C)c(S(=O)(=O)N(C)C)c2)cc1OC	-0.6	-3	2	-1	-1.5	-2.5	-5	3.3	-0.8	5	-3
Cc1ccc(S(=O)(=O)N2C[C@H]3[C@H]4C(=O)N(C)C(=O)[C@H]4CC(=O)[C@H]3[C@@H]2c2ccccc2Cl)cc1	0.7	-1	0	3	-0.9	-0.3	3	/	-0.1	-5	0
COc1ccc(-c2ccc(-c3cc(=O)oc4cc(OC)c(OC)c(OC)c34)cc2)cc1F	2.6	-3	-8	0	-0.9	-0.4	-10	-1.3	-0.2	-1	4
O=C(COC(=O)c1cccnc1Cl)c1ccc2c(c1)OCCO2	2.4	4	-3	1	-1.5	0.7	-6	0.1	0.2	-6	2
O=C(COC(=O)c1cccc(F)c1)Nc1cccnc1Cl	-1.3	-5	-1	2	-2.1	-0.7	-5	0.5	-0.2	2	-2

3 compounds from above, arranged by SMILES length, high to low:
SMILES	hgDAF12 agonist	ADAM17 inh	PLC-gamma1 inh	NR1D1 modulator	ssDAF-12 act	hcDAF-12 act	PLC-beta3 inh	DAX1 inh-1	DAX1 inh-2	MBD2 inh	SMARCA2 act
CC(c1ccccc1)n1cc(C(=O)NCc2ccccn2)nn1 (stereo not drawn)	0.7	-3	0	0	-0.7	-1.2	3	-0.2	0.4	0	0
CCOC(=O)c1ccc(NC(=S)N2CCN(C)CC2)cc1	-0.1	-7	0	-5	-0.6	-1.2	-4	1.8	-0.1	-1	0
O=C(COC(=O)c1cccc(F)c1)Nc1cccnc1Cl	-1.3	-5	-1	2	-2.1	-0.7	-5	0.5	-0.2	2	-2
